# PAX8 inh HTS – PAX8 transcriptional activity inhibition; RMG-I TPO-luciferase reporter, SteadyGlo, 24 h; inhibition, % at 12.6 µM; actives 1.2% (n = 360,000);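 active = mean replicate inhibition at least 60% with every replicate also reaching 60%; inconclusive = only one of the two criteria is met; inactive = mean below 60% and not all replicates reaching 60%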;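 also: luciferase light reporting Pax8 driven TPO promoter activity; plate controls were median of neutral control wells for no effect and mitoxantrone controls for full effect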
# ARNT TACC3 PPI – disrupts binding between human ARNT and TACC3; Q9Y6A5; AlphaScreen His-ARNT PAS-B/GST-TACC3 binding, luminescence; TACC3 fragment carries E629A point mutation; inhibition, % at 9.99 µM; actives 0.66% (n = 390,000); AID 623870;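 active = mean inhibition of replicates at least 50% and at least half of replicates each reaching 50%; inconclusive = half or more replicates reach 50% but mean below 50%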;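 also: 0% = complete ARNT plus TACC3 wells and 100% = ARNT alone without TACC3; many hits fall short of the cut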
# ERp5 inh – ERp5 (human) disulfide isomerase inhibition | actives 0.05% (n = 350,000) | inhibition, % at 9.99 µM | AID 651711 | ERp5 insulin aggregation, absorbance 650 nm, 90 min;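 active = mean replicate inhibition above about 25%, with every replicate also reaching it, limit read from the data, passing the limit was not always enough; inconclusive = only one of those two criteria met; inactive = neither criterion met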
# Target sequence (Q15084 whole entry, looked up): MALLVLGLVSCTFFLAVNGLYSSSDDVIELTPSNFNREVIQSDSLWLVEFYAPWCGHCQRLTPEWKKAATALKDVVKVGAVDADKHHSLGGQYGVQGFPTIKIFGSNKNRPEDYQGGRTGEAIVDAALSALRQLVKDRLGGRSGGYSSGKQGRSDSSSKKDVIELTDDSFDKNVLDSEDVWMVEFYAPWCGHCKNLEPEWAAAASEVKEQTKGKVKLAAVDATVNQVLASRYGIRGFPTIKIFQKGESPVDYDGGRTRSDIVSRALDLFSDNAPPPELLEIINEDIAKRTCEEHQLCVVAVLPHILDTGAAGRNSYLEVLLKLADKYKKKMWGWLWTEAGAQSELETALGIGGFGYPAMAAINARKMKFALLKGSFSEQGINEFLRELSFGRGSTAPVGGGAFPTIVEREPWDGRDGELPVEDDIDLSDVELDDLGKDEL
# EWS-Fli block – EWS/Fli transcriptional activity inhibition; A673 NR0B1-luciferase reporter, viability-normalised; inhibition, % at 12.6 µM; actives 0.67% (n = 350,000);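 active = mean inhibition of at least 50% after viability correction, with every replicate also passing that limit; inconclusive = mean reaches 50% but only one of two replicates passes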;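 also: firefly luciferase signal divided by Alamar Blue viability fluorescence both relative to DMSO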
# DENV2 CPE rescue – DENV2-induced cell death inhibition; CPE inhibition, % at 9.99 µM; actives 1.7% (n = 350,000); DENV2-infected cells, cytopathic effect rescue, plate reader; in the data active = CPE inhibition above about 20%, passing the limit was not always enough; inconclusive = no clear call, values can overlap the other calls; tested in BHK-21 cells;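 also: 0% = median of neutral control wells and 100% = median of positive control wells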
# INS-1E GSIS act – primary screen for activators of insulin secretion dependent on glucose, INS-1E cells, GLuc reporter luminescence; INS-1E GLuc reporter insulin secretion, 2-3 h; activation, % at 16.6 µM; actives 0.61% (n = 370,000); AID 743287;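 active = lowest replicate activation of at least 40%, so every replicate reaches that level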;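 also: 0% = median of neutral control wells and 100% = median of IBMX positive control wells; some compounds called inactive have numbers as strong as hits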
# Xi reactivation – reactivates the inactive X chromosome in mouse fibroblasts; XiGFP mouse fibroblasts, % GFP-positive cells imaging, 3 d; cells co-treated with 5-aza-dC sensitizer; scaled so ellipticine positive control = 100%; activation, % at 7.58 µM; actives 0.055% (n = 360,000);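 active = mean normalized replicate activation at least 10% and every replicate at or above 10%; inconclusive = only one of the two criteria met; inactive = mean below 10% and not all replicates reach 10%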;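 also: 0% = median of on-plate neutral control wells and 100% = ellipticine 6 µM median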
#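 Material: XiGFP fibroblasts, SV40-immortalized. Buffer or medium: DMEM plus 5-aza-dC sensitizer. Compound: single concentration per compound, delivered by pin transfer. Times: 3 days compound exposure. Controls: ellipticine 6 µM.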
# CFTR F508del cor – CFTR F508del correction in bronchial cells; CFBE cells, YFP halide quenching; stimulated with forskolin plus potentiator P3; % fluorescence drop versus neutral controls; activity (quench increase), % at 7.58 µM; actives 0.36% (n = 350,000); AID 720511;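 active = mean added fluorescence quench of at least 8% versus neutral control, with both replicates also reaching 8%; inconclusive = only one of the mean or replicate conditions met; inactive = mean below 8% and not both replicates reaching 8%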;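 also: cells transiently co-express mutant CFTR-F508del with the halide-sensitive YFP; corrector assay measuring rescue of mutant channel to the surface after 24 h compound exposure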
# * marks the source's active call; other numbers are inactive results; ? = inconclusive; . = no result given; & = joins results of further samples. Not a hit list, and some 4.2% of all compounds hit somewhere here.
SMILES,PAX8 inh HTS,ARNT TACC3 PPI,ERp5 inh,EWS-Fli block,DENV2 CPE rescue,INS-1E GSIS act,Xi reactivation,CFTR F508del cor
C[C@@H]1CN([C@H](C)CO)C(=O)Cc2cc(N(C)C)ccc2O[C@@H]1CN(C)Cc1ccc(C(F)(F)F)cc1,4,.,12,3,4,-21,0.7,-4.0
N#Cc1cccc(NC(=O)COC(=O)c2cccc(N3C(=O)c4ccccc4C3=O)c2)c1,-31,-2,.,.,.,-22,0.3,.
O=C(Cn1ccc(NC(=O)OCc2ccccc2)nc1=O)NCc1ccc2[nH]ccc2c1,-4,1,12,0,.,.,0.1,-2.8
Cc1ccccc1C(=O)OCC(=O)N1CC(=O)Nc2ccccc21,2,.,7,0,-8,.,0.0,.
CCN(CC(=O)Nc1c(F)cccc1F)C(=O)Cc1c(C)nc2ccccc2c1C,18,.,-1,-2,5,.,0.2,2.9
COc1cccc(-c2ccc([C@@H]3[C@@H](CO)N4CCCCN(C(=O)NC(C)C)C[C@H]34)cc2)c1,-3,3,1,.,12,-3,0.3,0.8
COc1ccccc1C(=O)O/N=C(\N)c1ccccc1Cl,-179,1,-1,-49,-2,16,0.0,-1.3
O=C(Nc1cccc(Cl)c1)N1C[C@H]2[C@@H](c3ccccc31)[C@H](CO)N2C(=O)C1CCCC1,-7,-7,6,8,2,-13,0.2,2.1
CC(OC(=O)CC1CCCCC1)C(=O)Nc1ccc(S(N)(=O)=O)cc1 (stereo not drawn),10,-2,-5,2,-1,13,0.0,-0.5
C[C@@H]1CCCCO[C@H](CN(C)C(=O)Nc2ccccc2)[C@H](C)CN([C@@H](C)CO)C(=O)c2cc(NS(=O)(=O)c3ccccc3)ccc2O1,13,-7,-12,28,?,-20,0.0,-0.4
CC(C)CC1NC(=O)c2ccccc2-n2c1nc1ccc(Cl)cc1c2=O (stereo not drawn),-14,.,3,-3,-1,.,0.1,-0.7
CN(CCCN1CCOCC1)C(=O)c1cc(COc2ccc(F)cc2F)on1,-1,2,1,.,6,3,0.0,-0.8
CCOc1ccc(S(=O)(=O)NCCC(=O)NCC(c2ccccc2OC)N2CCCC2)cc1 (stereo not drawn),.,4,3,4,0,3,0.0,-1.3
CO[C@H]1O[C@H](CO)[C@@H](OC(=O)Nc2ccc3c(c2)OCO3)[C@H](OC(=O)Nc2ccccc2)[C@H]1OC(=O)Nc1ccccc1,25,-3,1,-2,0,.,.,0.2
C[C@H]1C=C(C(=O)NC2CC2)O[C@@H](OCc2ccc(CO)cc2)C1,-52,-6,2,-40,6,16,0.1,0.7
O=C(Cc1ccccn1)NCC[C@@H]1CC[C@@H](NC(=O)CN2CCOCC2)[C@@H](CO)O1,-10,-2,-6,3,2,11,-0.2,1.4
CCN(C(=O)CSc1nnnn1-c1ccccc1OC)C1CCS(=O)(=O)C1 (stereo not drawn),4,-2,-2,1,-8,-12,0.1,1.2
C=CCn1c(=NC(=O)c2ccc(S(=O)(=O)N3CCCC3)cc2)sc2cc(NC(C)=O)ccc21,40,-34,0,4,-11,22,0.0,-0.5
Cc1cc(C(=O)Nc2cccc3ccccc23)c(C)o1,-7,-4,-1,-34,9,-3,0.0,0.7
CCc1nc2c(OCc3ccc(OC(F)F)cc3)cccn2c1N(C)C(=O)c1cccs1,10,.,-4,9,1,-20,0.1,-1.7
Cc1ccc(C(=O)N2CCc3ccccc32)cc1C,-51,-3,-2,-73,-1,1,0.0,0.3
CS(=O)(=O)N1CC2(C1)[C@H](c1ccccc1)[C@@H](CO)N2Cc1ccc(F)cc1,.,.,0,3,7,9,0.1,-2.9
CN(C)/C=C/C(=O)c1ccc(Oc2ccccc2)cc1,-114,8,3,-95,-5,-2,0.1,.
OC1C(O)C(O)C(O)C(O)C1O (stereo not drawn),-4&-15&1,13&2&0,-3&14&0,4&6&0,-1&10&20,12,-0.3&-0.1&0.0,-4.8&6.5&1.9
COc1ccc(C(=O)NCc2ccccc2)cc1Br,1,-7,-3,7,-6,.,-0.1,.
O=C(Nc1c(Cl)c(C2CC2)nn1-c1ccccc1)C(Cl)(Cl)Cl,13,.,3,4,1,-16,0.0,1.2
Cc1cc(C(C)(C)C)ccc1OCCOCCN1CCCC1,-1,1,.,.,.,10,0.0,.
COc1cccc(/C=C2\SC(=S)N(CCC(=O)N3CCCCC3)C2=O)c1,6,2,-2,.,20,49,-0.1,-3.0
CO[C@H]1CN(C)C(=O)c2cc(NS(C)(=O)=O)ccc2OC[C@@H](C)N(CC2CCCCC2)C[C@@H]1C,.,0,1,16,3,-10,0.2,2.9
CCc1ccccc1N1CN(Cc2cccnc2)CNC1=S,-7,0,0,0,-4,0,-0.1,-1.8
Cc1cccc(Oc2ccccc2N)c1,.,-3,-5,1,.,4,.,-0.6
Cc1cc(C(=O)N2CCC2(C)C(=O)NS(=O)(=O)c2cccc(Cl)c2)nn1C (stereo not drawn),0,.,-1,-3,-4,-8,0.0,-1.8
COc1ccc(C)cc1S(=O)(=O)N(CC(=O)N1CCOCC1)c1cc(C)cc(C)c1,4,1,-2,14,-4,-9,0.0,1.2
CCCCOc1ccc(/C=C/C(=O)OCC(=O)NC2CCS(=O)(=O)C2)cc1OCC (stereo not drawn),.,5,5,13,0,45*,0.3,-1.7
O=C(Nc1ccc(S(=O)(=O)N2CCN(c3ccccc3)CC2)cc1)c1cccs1,.,4,3,6,2,13,.,-2.9
COc1ccc(CCN2CC(C(=O)NCc3cc(C(C)C)no3)CCC2=O)cc1 (stereo not drawn),-12,0,-2,2,3,-44,0.2,-2.2
COC(=O)[C@]12C[C@H](CC(=O)NCc3ccccc3)C(=O)N(Cc3ccccc3)C1=C[C@H](C1CCCC1)O[C@@H]2C,-35,.,6,-11,-11,.,0.1,-0.9
Cc1nn(CCCC(=O)Nc2cc(Oc3ccccc3)cc([N+](=O)[O-])c2)c(C)c1[N+](=O)[O-],27,4,.,.,.,-32,0.0,.
O=C(O)c1cc(N/N=C/c2ccc(N3CCOCC3)cc2)ccc1Cl,18,-4,-6,-114,4,5,-0.2,0.1
CCCc1cc(=O)[nH]c(SCC(=O)Nc2c(C)n(C)n(-c3ccccc3)c2=O)n1,.,-4,?,-2,4,4,0.0,0.3
CCC(C(=O)NCC1CCCO1)n1nc(C)c2sc3ccccc3c2c1=O (stereo not drawn),4,0,10,3,-4,3,0.1,-2.9
C[C@@H]1CN([C@H](C)CO)C(=O)c2cc(NC(=O)NC3CCCCC3)ccc2O[C@@H](C)CCCCO[C@@H]1CN(C)C(=O)NC1CCCCC1,-7,-6,-1,-7,17,-29,0.1,0.1
Cc1ccnc(NS(=O)(=O)c2ccc(NC(=O)c3ccc(S(=O)(=O)N(C)C)cc3)cc2)n1,6,8,2,15,-8,8,0.2,.
O=C(c1cc(COc2c(F)cccc2F)on1)N1CCCCCC1,-128,-4,8,.,8,6,0.0,-2.3
CNC(=O)C[C@H]1CC[C@@H]2[C@@H](COc3ccc(NS(=O)(=O)c4ccccc4C)cc3C(=O)N2C)O1,-25,-4,-2,2,18,-9,0.2,-2.2
CCNC(=O)[C@H]1O[C@@H](n2cnc3c(N)nc(NCCc4ccc(CCC(=O)O)cc4)nc32)[C@H](O)[C@@H]1O,28,-6,1,-1,-4,.,0.1,-0.6
CCOC(=O)CN(C)S(=O)(=O)c1ccc(-c2cc(C(=O)OC)sc2C(F)(F)F)cc1,-9,.,-5,6,?,.,0.0,0.3
O=C(Nc1ccc(S(=O)(=O)N2CCCC2)cc1)c1cnccn1,-24,2,0,-4,-3,4,-0.1,-0.3
O=C(N[C@H]1C=C[C@H](CC(=O)N2CCN(c3ccccc3)CC2)O[C@@H]1CO)c1ccccc1,7,-9,-2,0,-2,-12,0.6,-0.8
C[C@@H](C(=O)NC1CCCCC1)N1C(=O)N2CCc3c([nH]c4ccccc34)[C@@]2(C)C1=O,.,-3,2,4,-11,-12,.,-3.4
COC(=O)[C@@]12C[C@@H](CC(=O)NCc3ccc(C)o3)C(=O)N(CCc3ccc(OC)c(OC)c3)C1=CCC(C)(C)C2,10,.,0,5,3,-16,0.1,0.6
C[C@@H](NCCCn1ccc(NC(=O)OCc2ccccc2)nc1=O)c1cccc2ccccc12,20,.,0,11,11,-10,0.1,-0.6
O=C(COC(=O)C1(c2ccc(F)cc2)CCCC1)N1CCc2ccccc21,14,-10,.,.,.,18,-0.2,.
COC(=O)C1=C2SCC(=O)N2C(N)=C(C#N)C1,6,-15,-7,-8,-1,-3,0.4,-1.5
COCc1cn(CC[C@H]2CC[C@@H](NC(=O)Nc3ccc(F)cc3)[C@@H](CO)O2)nn1,-7,-9,1,-9,?,20,-0.2,3.3
Cc1ccc(CNC(=O)CNC(=O)[C@@H]2Cc3ccccc3CN2)cc1,8,-11,0,.,5,38,0.0,-0.9
Cc1ccc(-c2ccc(C(=O)O)c(C)n2)cc1,29,1,1,7,-12,7,-0.1,-1.2
COc1cc(OC)c(C(=O)N2CCCC2)cc1OC,-19,4,0,5,4,-4,0.3,1.6
COc1cccc(/C=N/Nc2nnc(C)n2N)c1OCc1ccccc1Cl,22,1,.,.,.,-28,0.1,.
Cc1cc[n+](Cc2ccc([N+](=O)[O-])cc2)cc1,10,1,-4,6,19,-3,0.3,-0.3

# Additional entries
SMILES,PAX8 inh HTS,ARNT TACC3 PPI,ERp5 inh,EWS-Fli block,DENV2 CPE rescue,INS-1E GSIS act,Xi reactivation,CFTR F508del cor
COc1ccc2oc(=O)c(C(=O)N3CCCC3)cc2c1,2,-2,2,-6,0,10,.,-2.3
O=C(O)C1C2CCC(C2)C1C(=O)Nc1cccc([N+](=O)[O-])c1 (stereo not drawn),-3,9,-2,-11,14,-2,0.2,-1.5
CCOC(=O)c1c(C)[nH]c(C(=O)N2CCCC(C(=O)c3ccccc3OC)C2)c1C (stereo not drawn),-15,-1,-10,-16,2,2,0.0,-0.8
Cc1c(CCOC(=O)c2cc([N+](=O)[O-])ccc2Cl)sc[n+]1CCCCS(=O)(=O)[O-],9,-2,-4,-2,0,-3,-0.3,1.3
CC(C)(CNC(=O)CO/N=C1/C=C2CCC3C(C(O)C[C@@]4(C)C3CC[C@]4(O)C(=O)CO)[C@@]2(C)CC1)C(O)C(=O)O (stereo partly drawn),12,-1,-1,-5,-1,-11,0.1,5.3
CC1(C(=O)Nc2cccc3c2CCCC3)CCN1C(=O)C1(c2ccccc2)CC1 (stereo not drawn),12,.,4,7,0,.,0.3,1.0
CN(C)CC(=O)N[C@@H]1CC[C@@H](CCNC(=O)C2CCCCC2)O[C@@H]1CO,-3,-1,-1,9,-3,1,0.6,-3.4
COc1ccccc1OCC(=O)NCC1CCCN(Cc2cnn(C)c2C)C1 (stereo not drawn),-11,.,4,-1,4,0,-0.1,1.9
CN(Cc1c(C(=O)N/N=C/c2cccs2)nnn1-c1nonc1N)c1ccccc1,11,0,-5,-2,0,-5,0.5,2.4
CCOc1cc(/C=N/NC(=O)CCCC(=O)NC2CCCCC2)ccc1O,10,-11,-2,11,9,.,0.4,.

# Screening data from PubChem.
